# ZTA DNA inh = counter-screen for EBNA-1 inhibitors: inhibitors of Epstein-Barr virus ZTA. P03206. ZTA-DNA binding, fluorescence polarization. inhibition, % at 11 µM. hit rate 0.15% among 320,000. AID 2234; in the data active = inhibition above about 33%
# Target sequence (P03206 whole entry, looked up): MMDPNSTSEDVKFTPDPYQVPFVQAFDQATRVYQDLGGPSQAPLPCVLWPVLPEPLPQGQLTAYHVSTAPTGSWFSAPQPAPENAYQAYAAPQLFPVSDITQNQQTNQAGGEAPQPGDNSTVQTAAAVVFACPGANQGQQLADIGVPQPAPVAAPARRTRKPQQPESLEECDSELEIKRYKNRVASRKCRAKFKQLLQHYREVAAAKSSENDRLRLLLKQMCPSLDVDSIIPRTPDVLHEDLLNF
# EBNA-1 inhibitor = blocks EBNA-1 binding to DNA | EBNA-1 DNA binding, fluorescence polarization | inhibition, % at 14.8 µM | hit rate 0.34% among 300,000; in the data active = inhibition above about 28%
# PAFAH1B3 FP inh = PAFAH1B3 (human) inhibition; Q15102; recombinant PAFAH1B3, FP-rhodamine probe, fluorescence polarization; inhibition, % at 3.39 µM; hit rate 0.28% among 340,000; AID 492972;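 active = inhibition above the screen-wide average of all tested compounds plus 3 SD, cut at about 25% in these data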;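 note: 0% = enzyme with DMSO only and 100% = wells lacking PAFAH1B3 protein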
# PAFAH2 FP inh = inhibitors of human PAFAH2; Q99487; recombinant PAFAH2, FP-rhodamine activity probe, fluorescence polarization; inhibition, % at 3.39 µM; hit rate 0.99% among 340,000;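 active = inhibition above the mean over all tested compounds plus 3 SD, cut at about 30% in these data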;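 note: inhibitors block probe labeling of enzyme so polarization drops; 0% = enzyme with DMSO and 100% = wells lacking PAFAH2 protein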
# PAFAH1B2 FP inh = inhibitors of human PAFAH1B2. hit rate 1.2% among 340,000. recombinant PAFAH1B2, FP-rhodamine activity probe, fluorescence polarization. inhibition, % at 3.39 µM;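 active = inhibition above the mean of all tested compounds plus 3 SD, cut at about 24% in these data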;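 note: 0% = enzyme with DMSO and 100% = wells lacking PAFAH1B2; many of its hits are not listed in these tables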
# Target sequence (P68402 whole entry, looked up): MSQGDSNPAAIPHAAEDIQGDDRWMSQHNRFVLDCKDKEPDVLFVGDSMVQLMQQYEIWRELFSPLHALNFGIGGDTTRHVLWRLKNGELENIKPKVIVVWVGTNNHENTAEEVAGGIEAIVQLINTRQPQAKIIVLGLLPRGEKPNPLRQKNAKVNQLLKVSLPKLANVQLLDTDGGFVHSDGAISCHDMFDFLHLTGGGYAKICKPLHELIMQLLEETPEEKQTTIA
# pPAFAH inh = pPAFAH (human) enzyme inhibition. Q13093. recombinant pPAFAH, FP-rhodamine probe fluorescence polarization. inhibition, % at 3.39 µM. hit rate 1.5% among 330,000. AID 463082;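 active = inhibition above the mean inhibition across the screen plus 3 SD, cut at about 25% in these data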;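 note: inhibitors block binding of the rhodamine activity-based probe so polarization drops; 0% = enzyme with DMSO and 100% = wells lacking pPAFAH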
# PREPL inh = inhibitors of human prolyl oligopeptidase-like enzyme PREPL | Q4J6C6 | recombinant PREPL, fluorescence polarization activity-based probe | inhibition, % at 5.96 µM | hit rate 0.68% among 320,000 | AID 2751; in the data active = inhibition above about 43%;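 note: 0% = enzyme with DMSO and 100% = wells lacking enzyme; many of its hits are not listed in these tables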
# LYPLA1 inh = blocks human lysophospholipase 1, a PME1 counter-screen; recombinant LYPLA1, FP-Rh probe fluorescence polarization; inhibition, % at 5.9 µM; hit rate 0.16% among 320,000; AID 2174;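 active = inhibition above the mean of all tested compounds plus 3 SD, set per campaign, cut at about 14% in these data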;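 note: inhibitors block serine hydrolase probe labeling of LYPLA1 so polarization falls; 0% = enzyme with DMSO and 100% = wells lacking LYPLA1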
# Target sequence (O75608 whole entry, looked up): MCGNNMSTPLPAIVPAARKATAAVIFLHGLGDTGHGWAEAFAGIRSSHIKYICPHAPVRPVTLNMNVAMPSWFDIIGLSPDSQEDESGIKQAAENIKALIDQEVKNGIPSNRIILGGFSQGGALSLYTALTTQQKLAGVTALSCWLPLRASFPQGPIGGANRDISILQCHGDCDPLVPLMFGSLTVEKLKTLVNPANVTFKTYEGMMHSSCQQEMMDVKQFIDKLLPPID
# LYPLA2 counter = LYPLA2 (human) inhibition in PME1 counter-screen; O95372; recombinant LYPLA2, FP-Rh probe fluorescence polarization; inhibition, % at 5.9 µM; hit rate 0.38% among 320,000;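 active = inhibition above the screen-wide mean plus 3 SD, limit set per campaign, cut at about 26% in these data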;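 note: 0% = LYPLA2 with DMSO and 100% = wells lacking LYPLA2 enzyme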
# Target sequence (O95372 whole entry, looked up): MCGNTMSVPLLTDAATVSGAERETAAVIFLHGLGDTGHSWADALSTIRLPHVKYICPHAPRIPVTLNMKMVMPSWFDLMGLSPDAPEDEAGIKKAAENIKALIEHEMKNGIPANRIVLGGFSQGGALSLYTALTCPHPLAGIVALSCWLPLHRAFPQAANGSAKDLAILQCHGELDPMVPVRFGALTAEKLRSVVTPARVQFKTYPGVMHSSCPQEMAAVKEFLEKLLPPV
# Starred values were filed as active, the others as inactive; nt = not tested or not shown.
structure	ZTA DNA inh	EBNA-1 inhibitor	PAFAH1B3 FP inh	PAFAH2 FP inh	PAFAH1B2 FP inh	pPAFAH inh	PREPL inh	LYPLA1 inh	LYPLA2 counter
CCOC(=O)Cc1cnc(NC(=O)CSc2nc(C(C)C)cc(=O)[nH]2)s1	-13	-6	12	1	2	2	-4	0	-2
O=S(=O)(CCN1CCN(C(c2ccccc2)c2ccccc2)CC1)C(F)(F)F	16	6	10	0	2	10	15	0	0
CCOC(=O)c1sc2nccc(N(C)C)c2c1N=CN(C)C	-4	-2	8	2	4	7	6	2	5
CCc1ccc(OCC(=O)N(Cc2cccs2)C2CCS(=O)(=O)C2)cc1 (configuration not stated)	-9	-5	-3	2	7	6	0	-2	0
CC1CC(C)(C)CC2(C1)NC(=O)N(CC(=O)N(Cc1ccccc1)c1ccccc1)C2=O (configuration not stated)	-10	-2	-1	3	17	3	7	2	-2
CC(=O)Nc1cccc(-c2csc(N)n2)c1	-8	3	2	-1	4	-1	10	-4	-4
O=C(CNC(=O)c1ccc2c(c1)OCO2)N/N=C(Br)/C=C/c1ccccc1	10	-7	-2	-4	5	-1	-5	-3	5
CCCCc1nnc(NC(=O)CCS(=O)(=O)Cc2ccccc2)s1	9	0	6	-1	5	6	-1	-2	-1
CC1CCN(CCCNC(=O)c2ccc3c(Cl)c4c(nc3c2)CCCC4)CC1	-11	-12	3	-7	0	3	-13	0	2
Cc1ccc2oc(Nc3nc(C)c(C)c(C)n3)nc2c1	3	-9	4	3	3	1	16	-2	-1
Cc1cccc(C(=O)NNC(=O)c2ccco2)c1O	-2	6	5	-9	-1	1	5	-3	13
CC(C)NC(=O)C1CCN(C2CCN(C(=O)c3ccc4cccc(F)c4n3)CC2)CC1	8	-3	3	-8	3	2	-16	2	-2
COc1cc(C(=O)CSc2nncn2C)cc(OC)c1OC	-11	-2	3	-2	4	-1	-10	-2	0
CC(C)(C)S(=O)c1cccs1 (configuration not stated)	3	-14	15	2	2	-2	12	0	9
CCCCCCC(=O)N(O)C1CC(=O)N(c2ccc(F)cc2)C1=O (configuration not stated)	-4	-2	-9	-13	14	-2	16	-6	-7
COc1ccc(N2CCN(C(=O)C3CCN(S(=O)(=O)c4ccc(F)cc4)CC3)CC2)cc1	4	3	2	7	2	6	3	1	42*
CCCSc1ccc2nc(-c3ccccc3)cn2c1	-1	-9	8	4	8	1	3	-7	-8
CCN(CC)CC(O)CCCCCCCCC(=O)OC (configuration not stated)	9	5	nt	nt	nt	1	-1	-3	-2
O=C(CN1C(=O)CCC1=O)Nc1nc(-c2ccc(Oc3ccccc3)cc2)cs1	-25	8	-6	-26	-7	15	1	-7	25
CC(C)(C)NC(=O)C(c1ccco1)N(C(=O)Cn1nnc(-c2ccc(F)cc2)n1)c1ccccc1F (configuration not stated)	-4	-5	1	2	4	-5	13	-1	2

# Four entries out of the list, arranged by formula weight, high to low:
structure	ZTA DNA inh	EBNA-1 inhibitor	PAFAH1B3 FP inh	PAFAH2 FP inh	PAFAH1B2 FP inh	pPAFAH inh	PREPL inh	LYPLA1 inh	LYPLA2 counter
O=C(CNC(=O)c1ccc2c(c1)OCO2)N/N=C(Br)/C=C/c1ccccc1	10	-7	-2	-4	5	-1	-5	-3	5
CC1CCN(CCCNC(=O)c2ccc3c(Cl)c4c(nc3c2)CCCC4)CC1	-11	-12	3	-7	0	3	-13	0	2
CCOC(=O)c1sc2nccc(N(C)C)c2c1N=CN(C)C	-4	-2	8	2	4	7	6	2	5
CC(=O)Nc1cccc(-c2csc(N)n2)c1	-8	3	2	-1	4	-1	10	-4	-4

# The list continues.
structure	ZTA DNA inh	EBNA-1 inhibitor	PAFAH1B3 FP inh	PAFAH2 FP inh	PAFAH1B2 FP inh	pPAFAH inh	PREPL inh	LYPLA1 inh	LYPLA2 counter
O=C(c1c(F)cccc1F)N1CCN(S(=O)(=O)c2ccc3c(c2)OCCO3)CC1	-7	nt	-1	-2	2	-2	23	0	2
CC(Sc1nnc(N)s1)C(=O)Nc1ccc2c(c1)OCCO2 (configuration not stated)	0	-1	3	-2	-4	3	12	-1	2
O=C(Nc1ccc(F)cc1F)C1CCCN(c2ncnc3c2nc2n3CCCCC2)C1 (configuration not stated)	-5	-8	6	-3	4	10	4	-3	-5
CCCCn1c(N)c(N(Cc2ccccc2OC)C(=O)COc2ccc(F)cc2Cl)c(=O)[nH]c1=O	1	-5	3	-6	1	2	-6	2	-3
COc1ccc(-c2nnn(CC(=O)N(C3CCCCC3)C(C)C(=O)NC3CCCC3)n2)cc1OC (configuration not stated)	5	-1	3	7	3	5	-1	-1	-3
CC(C)CNC(=O)/C(C#N)=C1\N=C(NC(=O)c2ccco2)c2ccccc21	1	-9	-4	4	2	1	13	3	11
Cc1ccsc1/C=N/N1CCN(C2c3ccccc3-c3ccccc32)CC1	-7	0	-1	-2	-5	-1	-7	0	1
C/C=C/c1ccc(OCCCN2C(=O)NC(C)(C)C2=O)c(OC)c1	-16	-9	8	2	-2	10	12	0	5
O=C(NCC1CCCO1)c1cccc(S(=O)(=O)Nc2cccc(C(F)(F)F)c2)c1 (configuration not stated)	nt	nt	6	-13	3	10	5	nt	nt
CC1(c2nnc(-c3ccc(F)cc3)o2)CC(c2ccc(Cl)cc2)=NO1 (configuration not stated)	-16	-9	9	4	2	2	-29	-1	2
CCOC(=O)N1CCC(NC(=O)CCc2cn(C)c3ccccc23)CC1	-7	-13	9	-3	-1	3	8	3	2
COc1cccc(-c2nc(CS(=O)(=O)CC(=O)N3CCN(C)CC3)c(C)o2)c1	3	-3	5	-11	5	1	12	4	0
CSc1ncccc1C(=O)Nc1cccc(S(=O)(=O)N2CCCCCC2)c1	nt	nt	7	16	4	-8	6	nt	nt
CCC(=O)Nc1ccc(S(=O)(=O)NCc2ccco2)cc1	-9	-7	2	1	6	1	-2	-1	1
CC(C)(C)OC(=O)NCCCC[C@@H](C(=O)N1CCN(C(=O)OC(C)(C)C)CC1)n1cc(C(CO)NC(=O)OC(C)(C)C)nn1 (some centres not stated)	1	-7	11	3	6	3	9	-3	-3
CC(=O)Nc1ccc(OCc2ccc(S(=O)(=O)Cc3ccccc3)cc2)cc1	11	3	-5	-1	0	5	7	-2	-1
COC(=O)c1cc(S(=O)(=O)NCc2ccc(F)cc2)cn1C	-15	-11	-1	-4	19	4	0	-3	0
COc1ccc(CCn2c(=N)c(C(=O)NC3CCCCC3)cc3c(=O)n4ccccc4nc32)cc1	-1	-20	5	3	-2	-6	13	0	1
COc1ccc(CC(=O)Nc2ccccc2Oc2ccccc2)cc1	9	7	nt	nt	nt	4	3	1	6
COC(=O)C(C)NC(=O)c1cn(-c2ccccc2OC)c(=O)c2ccccc12 (configuration not stated)	-1	5	6	-6	2	2	-5	-2	0
Cc1nc2ccccc2n1C1CC(=O)N(Cc2ccccc2)C1=O (configuration not stated)	-4	-4	7	-1	5	3	-1	0	3
COc1ccc(N2C(=O)CC(N3CCN(c4ccc(Cl)cc4)CC3)C2=O)cc1 (configuration not stated)	13	3	11	1	0	1	6	2	4
CCOc1ccc(C2N(c3ccc(F)cc3)C(=O)C3CCCN32)cc1OC (configuration not stated)	-17	-3	8	3	1	3	2	2	4
COc1ccc(CNC(=O)[C@@H](NC(=O)C2CCN(C(=O)[C@@H](N)CC(C)C)CC2)C(C)C)cc1	-3	1	5	6	1	1	-1	3	0
Cn1c(COc2ccc(Br)cc2)nnc1SC1CCc2ccccc2C1=O (configuration not stated)	18	4	-4	-1	5	7	-2	-3	0
Oc1c(C=C2N=c3ccccc3=N2)sc(=S)n1-c1ccccc1	-9	-13	10	2	3	8	17	-1	-5
N#CC(C(=O)O)=C1CCCC1	-1	9	6	6	1	2	-5	3	1
Cc1cccc(OCC(=O)N/N=C/c2ccc3c(c2)OCO3)c1	-8	-8	13	10	4	2	-2	4	7
CCOC(=O)Cc1csc2nc(-c3ccccc3)nn12	-10	10	2	2	2	0	1	-2	5
Cc1onc(-c2ccccc2Cl)c1C(=O)N1CCN=C1SCc1cccnc1	-5	-1	-2	0	3	1	4	0	2
Cc1cc(C)cc(NC(=O)CS(=O)(=O)c2ccccc2)c1	-10	7	0	-1	-5	-2	-31	0	-2
Cc1ccc(C(=O)NC(Cc2cccc(C(F)(F)F)c2)C(=O)O)cc1 (configuration not stated)	nt	nt	4	-2	3	6	nt	nt	nt
O=C(Nc1ccccc1N1CCCC1)C1CC(=O)N(Cc2ccccc2)C1 (configuration not stated)	-22	-3	5	0	5	-6	8	-2	1
C/C(=N\NC(=S)NC1CCCCC1)c1cccs1	-9	-1	1	-9	3	13	2	3	5
Cc1ccc(-c2csc3ncn(CC#N)c(=O)c23)cc1	0	11	13	8	3	16	2	-1	5
CC1(C)SC(=S)N(NC(=O)Nc2ccccc2)C1N(O)C(=O)Nc1cccc2ccccc12 (configuration not stated)	-6	-7	-8	-22	-13	-1	-12	-19	-39
CN(C(=O)CSc1nnc(NCc2ccccc2)s1)C1CCS(=O)(=O)C1 (configuration not stated)	-6	-1	2	1	4	3	-3	1	0
COc1ccc(N2CC(C(=O)Nc3nnc(SCC(=O)NCC4CCCO4)s3)CC2=O)cc1 (configuration not stated)	-12	3	14	4	3	3	-2	2	4
CN(C)S(=O)(=O)c1cccc(COC(=O)CN2CCCCCC2=O)c1	24	4	0	5	-1	9	-9	-3	-4
Cc1ccc(-n2c(C)cc(/C=N/Nc3ccc([N+](=O)[O-])cn3)c2C)c(C)c1	5	3	1	4	0	9	30	-2	3

# Part of the list above, with values under each structure:
# Value order – ZTA DNA inh, EBNA-1 inhibitor, PAFAH1B3 FP inh, PAFAH2 FP inh, PAFAH1B2 FP inh, pPAFAH inh, PREPL inh, LYPLA1 inh, LYPLA2 counter
> CCOC(=O)Cc1csc2nc(-c3ccccc3)nn12
  -10, 10, 2, 2, 2, 0, 1, -2, 5
> Cc1onc(-c2ccccc2Cl)c1C(=O)N1CCN=C1SCc1cccnc1
  -5, -1, -2, 0, 3, 1, 4, 0, 2
> Cc1cc(C)cc(NC(=O)CS(=O)(=O)c2ccccc2)c1
  -10, 7, 0, -1, -5, -2, -31, 0, -2
> Cc1ccc(C(=O)NC(Cc2cccc(C(F)(F)F)c2)C(=O)O)cc1 (configuration not stated)
  nt, nt, 4, -2, 3, 6, nt, nt, nt

# Assay outcomes: PubChem BioAssay, The Scripps Research Institute Molecular Screening Center

# These rows are one share of the data (hit frequency here may not be typical).
